Jurkat autofluor = autofluorescence counter-screen for VLA-4 integrin assays; Jurkat cells, compound autofluorescence, flow cytometry; hits give high values; 1 = vehicle-only cell background; fluorescence ratio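 (tested at 10 µM compound in the well)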; 24,000 tested, 0.61% active; AID 576;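 active = fluorescence ratio above 2.44, which is 1 plus 3 SD of all ratios; inconclusive = signal too bright to measure linearly, ratio around 10 or more; inactive = fluorescence ratio below 2.44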;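 also: green fluorescence of cells measured with 488 nm excitation and 530 nm emission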
VLA-4 antagonist = inhibition of LDV-FITC ligand binding to human VLA-4 integrin; P13612; Jurkat cells, LDV-FITC binding with Mn2+, flow cytometry; 100% = Mn2+-driven binding gain fully reversed; inhibition, % at 10 µM (by protocol); 24,000 tested, 0.2% active;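 active = inhibition above 50%; inconclusive = compound itself fluorescent, judged against control cell fluorescence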;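 also: 0% = Mn2+ stimulated cells lacking compound and 100% = ligand binding without Mn2+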
Target sequence (P13612 whole entry, looked up): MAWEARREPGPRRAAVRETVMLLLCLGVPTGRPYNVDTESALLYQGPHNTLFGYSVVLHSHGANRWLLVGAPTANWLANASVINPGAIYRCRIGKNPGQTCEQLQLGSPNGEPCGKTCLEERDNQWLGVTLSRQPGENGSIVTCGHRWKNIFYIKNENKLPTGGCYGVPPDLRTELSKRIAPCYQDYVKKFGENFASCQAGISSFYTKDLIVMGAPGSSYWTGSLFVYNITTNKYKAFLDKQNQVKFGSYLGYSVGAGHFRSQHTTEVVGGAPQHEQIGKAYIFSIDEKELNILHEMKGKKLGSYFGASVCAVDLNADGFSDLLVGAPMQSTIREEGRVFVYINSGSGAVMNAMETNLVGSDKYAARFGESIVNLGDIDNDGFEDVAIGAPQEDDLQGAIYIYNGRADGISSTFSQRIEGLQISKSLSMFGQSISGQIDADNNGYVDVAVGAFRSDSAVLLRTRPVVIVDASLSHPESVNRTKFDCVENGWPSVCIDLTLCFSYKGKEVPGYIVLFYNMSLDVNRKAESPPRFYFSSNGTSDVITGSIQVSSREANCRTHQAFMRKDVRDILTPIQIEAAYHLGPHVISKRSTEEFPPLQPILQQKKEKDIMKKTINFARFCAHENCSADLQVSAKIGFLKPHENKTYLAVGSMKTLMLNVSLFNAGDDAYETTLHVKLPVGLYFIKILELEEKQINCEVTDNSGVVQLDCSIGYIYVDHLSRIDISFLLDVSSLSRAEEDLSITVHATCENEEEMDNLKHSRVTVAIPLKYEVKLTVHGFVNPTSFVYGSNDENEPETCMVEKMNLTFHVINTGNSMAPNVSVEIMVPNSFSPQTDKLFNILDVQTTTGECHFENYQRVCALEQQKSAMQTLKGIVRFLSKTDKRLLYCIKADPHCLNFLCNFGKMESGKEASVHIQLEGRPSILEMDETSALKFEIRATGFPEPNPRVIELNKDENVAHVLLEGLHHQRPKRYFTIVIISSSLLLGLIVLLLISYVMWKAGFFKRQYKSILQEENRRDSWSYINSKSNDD
VLA-4 agonist = allosterically activates the human VLA-4 integrin. activation, % at 10 µM (by protocol). P13612. 24,000 tested, under 10 active. AID 528. Jurkat cells, LDV-FITC binding, flow cytometry;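 active = fluorescent ligand binding to cells raised by more than 40% of the manganese-induced maximum; inconclusive = compound's own fluorescence above 85% of the ligand control signal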;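 also: 0% = ligand binding without compound and 100% = manganese-stimulated maximal binding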
Prostate diff = LNCaP prostate cell differentiation activation; flow cytometry side scatter, 4 d; side scatter shift, % at 10 µM; 24,000 tested, 0.56% active; AID 795;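 active = side scatter shift above 30%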;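 also: androgen-responsive LNCaP prostate cancer cells in charcoal-stripped serum medium; percent of cells past a gate set so DMSO wells show 10% shift; higher shift means more granular cells and more differentiation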
* hit, by the source's call; u = inconclusive; x = no result given. These rows are one share of the data; rates above refer to the full screens.

SMILES	Jurkat autofluor	VLA-4 antagonist	VLA-4 agonist	Prostate diff
Cc1ccc2nc(N3CCOCC3)c3nncn3c2c1	1	u	u	13
CCOC(=O)c1ccccc1NC(=O)c1cn(CC)c2nc(C)ccc2c1=O	1.1	0	-5	10
CCN(CC)CCCNC(CC(=O)O)C(=O)O (stereo unspecified)	1.1	14	-11	7
COCCN1C(=O)c2oc3ccccc3c(=O)c2C1c1ccc(O)c(OC)c1 (stereo unspecified)	1	-2	2	6
Cc1ccc(CNc2cc(-c3nn4c(C)nnc4s3)ccc2C)s1	1	0	-4	10
COc1cc(C2C3=C(Nc4ncnn42)c2ccccc2CC3)cc(OC)c1OC (stereo unspecified)	0.96	1	-2	x
COc1ccc(C2C(C(N)=O)=C(C)Nc3nc(-c4ccccc4Cl)nn32)c(OC)c1 (stereo unspecified)	0.99	-14	5	5
Cn1c(SCC(=O)Nc2ccc(F)cc2)nnc1-c1cccnc1	1.1	1	1	3
CCOC(=O)N1CCC(NC(=O)c2ccc3c(c2)sc2nc(-c4ccc(OC)cc4)cn23)CC1	1.1	-36	0	15
COc1ccc(C(=O)NCc2cn3c(C)csc3n2)cc1OC	1.1	11	-3	1
O=C(CCN1C(=O)c2ccccc2S1(=O)=O)N1CCN(c2ccccc2)CC1	1.1	4	-7	13
CCOc1nc(Nc2ccc(-c3nc4ccccc4o3)cc2)nc(N2CCOCC2)n1	1.2	u	u	5
C=CCOC(=O)CC(NC(=O)c1ccccc1)c1ccccc1 (stereo unspecified)	1.1	1	-2	6
CCOC(=O)c1oc2ccccc2c1NC(=O)c1cc(OC)cc(OC)c1	1.1	-6	4	18
COC(=O)c1cc2oc(C)cc2n1CC(=O)Nc1ccc(C)c(C)c1	1.3	-24	6	4
O=C(Nc1ccc2c(c1)OCCO2)C1CCN(S(=O)(=O)c2cccc3nsnc23)CC1	1.1	6	2	2
Cc1ccc(S(=O)(=O)N2CCN(C(=O)CSc3nnc(C)s3)C2)cc1	1.1	-13	1	2
CCCn1c(NCc2cc(C)ccc2O)nc2ccccc21	0.88	12	-10	6
COc1ccc(-n2c(=O)cc(N3CCN(c4ccccc4)CC3)[nH]c2=O)cc1	1.1	3	2	11
COc1ccc2[nH]c3ccccc3c2c1	1.1	-9	-7	6
COc1ccc(N2CCN(C(=O)CCNS(=O)(=O)c3ccc(Br)s3)CC2)cc1	1.1	-17	2	12
CCOC(=O)CCN(Cc1cccs1)S(=O)(=O)c1ccc(F)cc1	1.1	u	u	3
CC1(C)CC(=O)C2=C(C1)NC(=O)CC2c1cc(F)ccc1F (stereo unspecified)	1	35	3	12
CCOC(=O)CSC1=C(C#N)C(=O)NC2(CCCCC2)S1	1	-10	0	7
CCn1c(=N)n(CC(=O)c2ccco2)c2ccccc21	1.1	-2	2	12
Additional records.
SMILES	Jurkat autofluor	VLA-4 antagonist	VLA-4 agonist	Prostate diff
Cc1nn(-c2ccccc2)c2c1C(O)n1c(nc3ccccc31)S2 (stereo unspecified)	1.1	u	u	11
O=C(NC1CCCc2ccccc21)C1CCN(S(=O)(=O)c2cccc3nsnc23)CC1 (stereo unspecified)	1.1	2	4	9
O=C1CCC(C(=O)N(Cc2ccco2)C2(C(=O)NC3CCCC3)CCCCC2)N1 (stereo unspecified)	1.1	-8	2	9
CCOC(=O)N1CCC(NC(=O)c2ccc3c(=O)n4c(nc3c2)CCCC4)CC1	1	13	2	4
COc1ccccc1NC1=NC(c2ccc(Cl)cc2)N=C(N)N1 (stereo unspecified)	0.96	-8	2	13
CCOC(=O)C1CCCN(c2c(NCC3CCCN3CC)c(=O)c2=O)C1 (stereo unspecified)	0.94	0	2	7
CCC(=O)Nc1c2c(nn1-c1ccccc1C)CSC2	1	-13	2	8
O=C(O)Cn1cc2c(n1)CCCCC2	1	-41	-8	13
COc1ccc(S(=O)(=O)n2ccnc2)c2cccnc12	1	-14	9	5
CCCNC(=O)c1cc(-c2ccco2)on1	1	-6	6	11
O=C(c1cnn2ccccc12)N1CCCc2ccccc21	0.83	-7	9	6
NCCN1CCN(CCN)CC1	1.1	-9	2	10
CCC1Sc2ccccc2N(CC(=O)NC2CCCC2)C1=O (stereo unspecified)	0.98	4	1	2
Cc1cccc(N2C(=O)CC(N3CCN(C(=O)c4ccccc4)CC3)C2=O)c1 (stereo unspecified)	0.92	-32	4	2
COc1ccc(C2C(C(C)=O)=C(C)N=c3s/c(=C/c4ccc5c(c4)OCO5)c(=O)n32)cc1 (stereo unspecified)	1.4	-2	-4	5
C=CCn1cc(C(=O)N2CCN(C)CC2)c(=O)c2cc(S(=O)(=O)N3CCCC3)ccc21	1.1	-1	-3	x
CCOC(=O)c1oc2ccccc2c1CSc1nnnn1-c1ccc(C)cc1	1.1	-19	-1	22
COc1ccc(OC)c(NC(=O)c2cn(C)c(=O)c3cc(OC)c(OC)cc23)c1	1	-7	-3	6
COc1cc(C)nc(OCCNC(=O)COc2ccc(Cl)cc2C)n1	1.1	-20	8	1
CNC(=O)NCCN1CCCC1=O	1	-5	3	7
CCCCn1c2c(c3ccccc31)CCc1nonc1-2	1.1	-6	2	20
Cc1ccc2[nH]c3c(N4CCCCCC4)ncnc3c2c1	1.2	u	u	x
CCCN1Cc2cccc(C(=O)N3CCN(c4cc(Cl)ccc4C)CC3)c2C1=O	1	-4	-1	5
Cc1noc(C)c1S(=O)(=O)NCC(=O)O	1.1	5	4	3
C=CCSC1=C(C#N)C(c2ccccc2OCC)CC(=O)N1 (stereo unspecified)	0.98	-3	0	2
Later entries.
SMILES	Jurkat autofluor	VLA-4 antagonist	VLA-4 agonist	Prostate diff
O=C(CCNS(=O)(=O)c1cccs1)NCc1cccs1	0.95	0	5	2
COc1ccc2c(c1)C1(Nc3ccccc3-c3nc4ccccc4n31)C(=O)N2 (stereo unspecified)	0.97	3	-11	12
O=C1CCc2nc3sc4c(c3c(=O)n2N1)CCCC4	1.1	2	-4	5
CCN(CC)C(=O)C1CCCN(Cc2ccc(N(C)C)cc2)C1 (stereo unspecified)	0.92	-30	4	1
Cc1csc(NC(=O)CSc2nnc(Cc3cccn3C)n2-c2ccc(F)cc2)n1	1.1	-10	-3	10
CCOC(=O)N1CCC(NC(=O)c2cc3sccc3n2CC)CC1	1.1	29	0	11
CC(C)(C)OC(=O)N1CCC(C(N)=O)CC1	1.1	7	-4	9
O=C(CSc1oc(-c2ccco2)nc1S(=O)(=O)c1ccccc1)NCC1CCCO1 (stereo unspecified)	1.1	2	-6	16
CCOc1ccc(CN(CCO)CCO)cc1C(=O)OC	1.1	-16	3	10
O=C(NCCC1=CCCCC1)C1CCCN(S(=O)(=O)c2cccnc2)C1 (stereo unspecified)	0.96	19	-3	3
Cc1nnc(SCC(C)C)[nH]c1=O	1.1	u	u	14
Cc1nc2nc(C)c(CCC(=O)NC(C)c3ccc4c(c3)OCCO4)c(C)n2n1 (stereo unspecified)	1	-1	-13	3
Cn1c(=O)c2c(ncn2CC(O)CNc2ccc(Cl)cc2)n(C)c1=O (stereo unspecified)	1.1	u	u	6
CCC(C)[C@@H](C(=O)Nc1ccc(OC)c(OC)c1)N1Cc2ccccc2C1=O (stereo partly specified)	0.8	u	u	2
COc1ccc(-c2nnc3ccc(SC)nn23)cc1	1.1	13	-9	13
CCCOc1ccc(N2CC(C(=O)Nc3ccccc3OC)CC2=O)cc1 (stereo unspecified)	0.98	-3	7	14
COc1ccc(C2Nc3ccccc3C(=O)N2O)cc1OC (stereo unspecified)	0.93	-12	5	7
CC(C)CN(CCNC(=O)CC1Oc2ccccc2NC1=O)CC(C)C (stereo unspecified)	0.98	-6	1	3
Cc1ccccc1CN1CCN(CC(=O)NCc2ccccc2)C1=O	0.99	-15	-3	7
CN(C)c1nc(N)nc(N(c2ccccc2)c2ccccc2)n1	1.1	1	2	17
Cc1ccc(NC(=O)NCCN2C(=O)C3C4C=CC(C4)C3C2=O)cc1 (stereo unspecified)	0.74	-24	1	13
Cc1ccccc1N1CC(c2nc3ccccc3[nH]2)CC1=O (stereo unspecified)	1.2	u	u	6
O=C(O)C1CCN(Cc2cnn(-c3ccccc3)c2-n2cccc2)CC1	1.1	u	u	5
O=C(Nc1cccc(F)c1)c1cccnc1N1CCOCC1	0.99	0	1	2
COc1cc(NC(=O)c2cccs2)cc(OC)c1	1.1	-10	3	9

Just Jurkat autofluor, for some of the entries so far:
SMILES	Jurkat autofluor
CN(C)c1nc(N)nc(N(c2ccccc2)c2ccccc2)n1	1.1
Cc1ccc(NC(=O)NCCN2C(=O)C3C4C=CC(C4)C3C2=O)cc1 (stereo unspecified)	0.74
Cc1ccccc1N1CC(c2nc3ccccc3[nH]2)CC1=O (stereo unspecified)	1.2
O=C(O)C1CCN(Cc2cnn(-c3ccccc3)c2-n2cccc2)CC1	1.1
O=C(Nc1cccc(F)c1)c1cccnc1N1CCOCC1	0.99

(next part)
SMILES	Jurkat autofluor	VLA-4 antagonist	VLA-4 agonist	Prostate diff
Cc1ccc(C2(C(F)(F)F)NC(=O)N3CCN=C3S2)cc1 (stereo unspecified)	1.1	-4	1	6
CCOc1ccc2[nH]c3c(N4CCN(c5ccccn5)CC4)ncnc3c2c1	0.91	12	7	x
CCCS(=O)(=O)N1CCCC(C(=O)NCC2CCCO2)C1 (stereo unspecified)	1.1	-3	4	19
Cc1oc(-c2cccc(Cl)c2)nc1CN1CCC(C(=O)NCCCN2CCCC2=O)CC1	1.1	-8	-6	1
CCOC(=O)COc1ccc2c(c1)C(=O)CC1(CCN(C(C)=O)CC1)O2	1.1	0	-2	3
CC(=O)N1CCc2cc(S(=O)(=O)NCCC(=O)N3CCN(c4ccccn4)CC3)ccc21	0.93	4	10	5
CCCS(=O)(=O)N1CCC(C(=O)N2CCc3ccccc3C2)CC1	1	-12	4	11
COC(=O)c1cc2occc2n1CC(=O)Nc1ccc(OC)c(OC)c1	1.1	-25	-1	2
O=C1CC(c2ccccc2)Cc2nc(N3CCc4ccccc43)ncc21 (stereo unspecified)	1	-5	3	6
CN1CCCc2cc(C#N)c(=O)[nH]c21	1	2	-3	9
COCCn1c(-c2ccc(OC)c(OC)c2)nc2ccccc21	1.1	6	-6	5
CC(C)c1nnc(NC(=O)c2cnccn2)s1	0.94	-14	2	6
CCOC(=O)N1CCN(C(=O)C2CCCN(Cc3nc(-c4ccc(Cl)cc4)oc3C)C2)CC1 (stereo unspecified)	1.1	-6	-3	11
Cc1nc2nc(C)c(CCC(=O)NCCCN3CCN(c4cccc(Cl)c4)CC3)c(C)n2n1	1	4	-2	6
CN1CCN(c2nc3c(c(=O)[nH]c(=O)n3C)n2CCOc2ccccc2)CC1	0.94	-4	-6	7
Cc1ccccc1NC(=O)C1CCC(C)(C(=O)O)C1(C)C (stereo unspecified)	0.98	-10	-1	5
CC(=O)Nc1nonc1NC(=O)CSC1=NCCS1	1	7	6	4
CCOc1ccc(NC(=O)CCn2cccc2)cc1	1.1	0	-2	6
COC(=O)CSc1nc(C)cc(Oc2ccccc2)n1	0.77	-18	7	14
O=c1c2cc(N3CCOCC3)ccc2[nH]c(=S)n1Cc1ccccn1	1.1	-6	0	6
CCOC(=O)C(NC(=O)Nc1ccccc1)(OCC)C(F)(F)F (stereo unspecified)	1	-12	3	8
CCN1C(=O)/C(=C2/Sc3ccccc3N2CCCS(=O)(=O)O)SC1=S	1	-39	0	12
Cc1csc2nc3ccccc3c(=O)n12	1	-18	0	13
COc1ccc(N(C)C(=O)CCS(=O)(=O)c2cccc3nonc23)cc1	0.99	-5	-1	9
CC1CCN(C(=O)C2CCC(CNS(=O)(=O)c3cccc4cccnc34)CC2)CC1 (stereo unspecified)	0.91	10	-1	5
c1c2c(cc3sc(N4CCCCC4)nc13)OCO2	1.1	7	-2	10
O=C1c2ccccc2C(Nc2ccc(F)c(Cl)c2)N1c1ccccn1 (stereo unspecified)	1.1	29	-3	9

Given as labelled records: part of the list above.
CCCS(=O)(=O)N1CCC(C(=O)N2CCc3ccccc3C2)CC1
  Jurkat autofluor: 1 | VLA-4 antagonist: -12 | VLA-4 agonist: 4 | Prostate diff: 11

CC(C)c1nnc(NC(=O)c2cnccn2)s1
  Jurkat autofluor: 0.94 | VLA-4 antagonist: -14 | VLA-4 agonist: 2 | Prostate diff: 6

CCOc1ccc2[nH]c3c(N4CCN(c5ccccn5)CC4)ncnc3c2c1
  Jurkat autofluor: 0.91 | VLA-4 antagonist: 12 | VLA-4 agonist: 7 | Prostate diff: x

Cc1oc(-c2cccc(Cl)c2)nc1CN1CCC(C(=O)NCCCN2CCCC2=O)CC1
  Jurkat autofluor: 1.1 | VLA-4 antagonist: -8 | VLA-4 agonist: -6 | Prostate diff: 1

A draw from above in order of SMILES length, high to low.
SMILES	Jurkat autofluor	VLA-4 antagonist	VLA-4 agonist	Prostate diff
CCOC(=O)COc1ccc2c(c1)C(=O)CC1(CCN(C(C)=O)CC1)O2	1.1	0	-2	3
CCN1C(=O)/C(=C2/Sc3ccccc3N2CCCS(=O)(=O)O)SC1=S	1	-39	0	12
COC(=O)c1cc2occc2n1CC(=O)Nc1ccc(OC)c(OC)c1	1.1	-25	-1	2
